High-throughput results: PubChem, several laboratories
NS5 inhibitors: flavivirus cap methylation enzyme inhibition – biochemical, confirmation dose response, primary screen (AID 588689); Dengue-2 NS5 methyltransferase capping enzyme assay, biochemical; higher % means a stronger effect; inhibition, % at 25 µM; hits with a dose series show IC50 in µM; 340,000 compounds, 0.3% hits; in the data active = a potency from the dose series; inconclusive = inhibition above about 29% without an active follow-up result
Myeloid diff MLP: compounds promoting myeloid differentiation. ER-HoxA9 myeloid progenitors, lysozyme-GFP differentiation, flow cytometry. 360,000 compounds, 1% hits. calls only at 10 µM. AID 624256;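 active = normalized GFP-positive differentiation at or above the plate's own cutoff, the solvent-only control mean plus 3 SD; inconclusive = no clear call, values can overlap the other calls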;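 note: cells exposed to compound for four days before flow analysis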
AID2073: disruptors of CaV2.2 binding to Mint1 – biochemical, HTRF (AID 2073); HTRF protein-protein interaction, Mint1-CaV2.2; higher % means a stronger effect; one-dose inhibition, % at 20 µM; IC50 in µM for titrated hits; 290,000 compounds, 0.19% hits; in the data active = inhibition mostly above about 51%, no sharp cut-off; inconclusive = no clear call, values can overlap the other calls; inactive = mostly below about 53%; note: some results filed as inactive read as strong as hits
HIV peptide binding: inhibitors of HIV fusion peptide binding, primary screen, biochemical, uHTS, fluorescence dequenching (AID 1986); cell-free peptide binding, fluorescence dequenching, 30 min; higher % means a stronger effect; inhibition, % at 20 µM; hits with a dose series show IC50 in µM; 290,000 compounds, 0.3% hits; in the data active = inhibition mostly above about 52%, no sharp cut-off; inactive = mostly below about 76%; note: some results filed as inactive read as strong as hits
XIAP antagonists: XIAP antagonists, biochemical, IAP family, fluorescence polarization (AID 1018); XIAP BIR domain, fluorescence polarization peptide displacement; higher % means a stronger effect; displacement, % at 20 µM; hits with a dose series show IC50 in µM; 200,000 compounds, 0.007% hits; in the data active = displacement above about 50%; note: a part of the inactive calls stands beside numbers as strong as those of hits
NOD2 inhibition: NOD2 signaling inhibitors, cell-based, luminescence, uHTS, HEK293 (AID 1566); HEK293 NOD2/NF-kB luciferase reporter, luminescence; higher % means a stronger effect; inhibition, % at 4 µM; hits with a dose series show EC50 in µM; 290,000 compounds, 0.63% hits; note: many of its hits are not listed in these tables
Lipid droplet: hepatic lipid droplet formation modulation; AID 1656; AML12 mouse hepatocytes, oleate lipid droplets, BODIPY imaging; 240,000 compounds, 0.4% hits; inhibition, % at 6.5 µM;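 active = lipid droplet intensity inhibited by at least 50%, with more than 500 cells counted; inconclusive = wells with under 300 cells, treated as cytotoxic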
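Material – mouse AML12 hepatocyte cell line, fixed after treatment · Compound dosing – one dose, 6.5 µM compound · Times – compound with oleate, overnight · Measured by – Image-based BODIPY and DAPI two-channel analysis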
LYP inhibition: PTPN22 lymphoid phosphatase activity blockers – biochemical, fluorescence intensity, uHTS (AID 1779); inhibition, % at 11.5 µM; hits with a dose series show IC50 in µM; recombinant LYP phosphatase, fluorescence intensity; higher % means a stronger effect; 290,000 compounds, 0.054% hits;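 note: plate controls were vehicle with enzyme for no effect and no enzyme for full effect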
Siah-1 displacement: blockers of Siah-1 interaction with plectin peptide – biochemical, fluorescence polarization, rhodamine-plectin, uHTS, primary screen (AID 1817); Siah-1 / rhodamine-plectin peptide fluorescence polarization; higher % means a stronger effect; displacement, % at 20 µM; hits with a dose series show IC50 in µM; 290,000 compounds, 0.02% hits;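 active = displacement of at least 50% at 20 µM, with a fluorescence ratio check between 0.3 and a set limit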;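 note: plate controls were Siah plus tracer with DMSO for no effect and tracer alone without Siah for full effect; strong numbers were not always called active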
Lipid droplet cells 6.5 µM: further read-out of Lipid droplet, marked with its call; cell count; measured here: cell count, cytotoxicity flag;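 cells counted across two imaged fields per well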
NS5 inhibitors pilot replicate: further read-out of NS5 inhibitors, marked with its call; inhibition, %; measured here: pilot screen replicate inhibition
Myeloid diff MLP GFP+ MAC1+ %: recorded beside Myeloid diff MLP, whose call it bears; GFP+ MAC1+ double positive, %; measured here: differentiation confirmed by MAC1 staining
The depositor's hits bear a star; i = inactive; ? = inconclusive; · = no result given; + = active, no number. Cut-off read from the data, not from the text of the source, unless noted: active = inhibition above about 50%; inactive = the rest.

SMILES	NS5 inhibitors	Myeloid diff MLP	Myeloid diff MLP GFP+ MAC1+ %	AID2073	HIV peptide binding	XIAP antagonists	NOD2 inhibition	Lipid droplet	Lipid droplet cells 6.5 µM	LYP inhibition	Siah-1 displacement	others
NC(=O)c1ccc(NC(=S)NCc2ccco2)cc1	-15%	i	0.1	6%	1.4%	-5.3%	-15%	-11	693	-7%	0%
COC(=O)c1ccccc1NC(=O)NC1CCCCC1	2%	i	1.0	7%	1.6%	·	6%	-2	679	2%	-2%
CCOC(=O)c1cc(C#N)c(N2CCN(c3ccc(OC)cc3)CC2)[nH]c1=O	-2%	i	0.2	0%	1.1%	-1.5%	3%	5	690	0%	9%
CCC(C)NC(=O)C(Sc1ccccc1)c1ccccc1 (centres undefined)	-8%	i	0.3	-9%	0.6%	-9.6%	7%	-5	737	-7%	-3%
CC(C)(C)NC(=O)c1c(F)c(F)c(F)c(F)c1F	1%	i	0.4	-5%	-0.5%	-2.7%	15%	0	673	-11%	9%
Cc1nn(CCC#N)c(NC(=O)c2ccc(Cl)cc2Cl)c1P(=O)(Nc1ccc([N+](=O)[O-])cc1)N1CCOCC1 (centres undefined)	5%	i	0.9	-11%	1.0%	-8.0%	16%	-3	757	-5%	-3%
O=C1CC(CC(=O)N/N=C/c2ccccc2[N+](=O)[O-])=NN1	6%	i	0.4	-12%	14%	-3.0%	0%	12	708	3%	-5%
c1ccc2c(c1)nnn2-c1ncnc2sc3c(c12)CCCC3	0%	i	16	0%	-0.8%	-6.4%	7%	·	·	-3%	-2%
CN(C)CCN(C(=O)c1ccc2c(c1)OCCO2)c1nc2ccc(Cl)cc2s1	-1%	i	0.9	13%	-0.7%	-4.6%	2%	5	718	-9%	-1%
CC(C)(C)Nc1nc(OCC(F)(F)F)nc(OCC(F)(F)F)n1	-10%	i	0.4	-2%	-0.2%	2.7%	2%	8	715	-2%	-7%
OCCNc1nc(Nc2cccc(O)c2)nc2ccccc12	3%	i	0.2	7%	-0.7%	·	-149%	18	652	-5%	-7%
COC(C[C@@H](O)[C@@H](C)[C@@H](O)COCc1ccccc1)OC	-4%	i	2.1	7%	2.4%	·	13%	8	656	-11%	9%
CCc1nc2sc3c(c2c(=O)n1N)CCC3	1%	i	0.3	-13%	6.7%	0.2%	13%	·	·	-1%	2%
CCNC(=S)NNC(=O)c1cc(-c2ccc(OCC)cc2)nc2ccccc12	-6%	i	6.6	-20%	5.2%	-6.8%	-242%	·	·	-4%	-10%
COc1ccccc1NC(=O)COc1ccc(Br)cc1CNC1CCCC1	-10%	i	0.6	8%	-1.3%	-1.5%	-4%	24	670	-10%	-5%
O=C(COc1ccc2c3c(c(=O)oc2c1)CCC3)NCC(O)c1ccccc1 (centres undefined)	-8%	i	3.5	3%	0.2%	·	6%	-10	710	-6%	1%
O=C(Nc1ccccc1)Nc1ccc(F)c([N+](=O)[O-])c1	-14%	i	1.0	-3%	0.0%	2.0%	4%	-10	678	-4%	4%
COc1cccc(N2CCN(S(=O)(=O)c3c(C)[nH]c(C)c3C(=O)N3CCCCC3)CC2)c1	5%	?	·	-3%	-0.1%	·	3%	23	700	-10%	13%
CC(=O)c1cccc(N(CC(=O)Nc2ccc(S(=O)(=O)N3CCCC3)cc2)S(C)(=O)=O)c1	-7%	·	·	4%	0.8%	·	8%	-12	663	-8%	3%
COc1ccc(NC(=O)C/C(C)=N/NC(=O)c2cnccn2)c(OC)c1	4%	·	·	4%	-0.9%	·	-4%	16	768	-13%	-2%
CCCCN(C)C(=O)c1ccc2c(c1)N(CC)C(=O)c1ccccc1S2(=O)=O	-1%	i	2.1	1%	-2.0%	0.9%	14%	-10	590	-1%	6%
COc1ccc(NC2SC(=O)N(CC(=O)O)C2=O)cc1 (centres undefined)	3%	i	0.8	-10%	4.4%	-5.4%	6%	·	·	-6%	2%
CS(=O)(=O)N(CC(=O)N1CCN(c2ccc(F)cc2)CC1)c1ccc(F)c(Cl)c1	0%	i	0.6	5%	-2.4%	-2.5%	6%	-4	799	-5%	3%
O=C(CSc1ccccn1)NCc1ccc2c(c1)OCO2	-1%	i	0.8	-2%	-1.9%	-5.2%	-16%	-2	680	-4%	1%
O=C(Oc1oc(-c2ccco2)nc1C=Nc1ccccc1)c1ccoc1	22%	i	1.0	34%	-1.8%	4.1%	13%	·	·	-15%	-2%
NNc1ccc2nncn2n1	3%	i	0.6	-10%	-1.5%	·	3%	0	656	-3%	1%
CCCCc1cc(=O)oc2cc(C)c(CN3CCCC3)c(O)c12	4%	i	1.0	36%	42%	-8.0%	-6%	-19	645	11%	22%	NS5 inhibitors pilot replicate=-4.6
CCn1c(C(=O)NC(C)c2ccc3c(c2)OCCO3)cc2sccc21 (centres undefined)	-11%	i	1.0	2%	1.2%	-4.7%	16%	·	·	-8%	-1%
N=c1c2c(-c3ccccc3)c(-c3ccccc3)n(Cc3ccco3)c2ncn1CCCn1ccnc1	-4%	?	·	-4%	-1.7%	0.8%	12%	-51	569	-3%	-6%
CCCn1c(=O)c(C(=O)NCCc2ccc(OC)c(OC)c2)c(O)c2ccccc21	-10%	i	0.5	10%	1.9%	·	23%	-2	856	-11%	-2%
O=C1NC(=O)N(Cc2ccccc2)C1=O	0%	+	5.6*	1%	-1.2%	·	-1%	-2	412	-12%	-2%
CCN1CCN(C(=O)Cn2ncc3ccsc3c2=O)CC1	2%	i	2.5	1%	1.6%	-4.2%	0%	-20	707	-2%	0%
CCOCc1nnc(NC(=O)CCS(=O)(=O)Cc2ccccc2)s1	-4%	i	1.8	-7%	-0.8%	·	4%	-4	758	-3%	2%
COc1ccc(Cl)cc1NC(=O)CN1C(=O)CSC1=O	-7%	i	1.1	13%	-0.8%	-0.2%	-1%	·	·	2%	0%
CCOc1cc(C)nc(N2CCCC(C(=O)NCc3ccccc3F)C2)n1 (centres undefined)	3%	i	8.9	-2%	-0.5%	-0.1%	-3%	·	·	-12%	1%
COc1ccc(N2CC(C(=O)Nc3nnc(SCC(=O)c4ccccc4)s3)CC2=O)cc1 (centres undefined)	-3%	i	0.2	2%	4.1%	-1.8%	-3%	5	618	6%	6%
CCOc1cc(/C=C(\C#N)C(=O)Nc2ccccc2[N+](=O)[O-])ccc1OCc1cccc2ccccc12	·	·	·	-1%	4.3%	-7.6%	-51%	30	700	-2%	-1%
CCCn1c(NCc2cccc(OC)c2OC)nc2ccccc21	-2%	i	0.6	19%	-0.7%	-2.4%	-9%	-1	784	-8%	-1%
O=C1Nc2ccccc2/C1=N\N=C\c1ccc(O)c(O)c1	63%	i	0.2	-7%	18%	·	-62%	-3	652	5%	8%
CCc1ccc(/C=N/Nc2ncnc3nc[nH]c23)cc1	-5%	i	0.0	-5%	-1.1%	·	-120%	8	615	-2%	9%
Cc1ccc(N(CC(=O)NC2CCCCC2)S(=O)(=O)c2c(C)noc2C)cc1	-1%	?	·	7%	1.4%	·	-21%	5	793	-1%	-5%
CCc1ccc(CNC(=O)CCn2nc(C)c3c(C)n(-c4ccccc4)nc3c2=O)cc1	-5%	i	0.5	5%	1.1%	·	11%	16	761	-6%	2%
O=C(CNS(=O)(=O)c1ccccc1)NCc1cccnc1	-6%	i	0.7	0%	0.4%	-7.9%	-16%	-6	675	-10%	-4%

Some of these compounds in order of number of heavy atoms, highest first:
SMILES	NS5 inhibitors	Myeloid diff MLP	Myeloid diff MLP GFP+ MAC1+ %	AID2073	HIV peptide binding	XIAP antagonists	NOD2 inhibition	Lipid droplet	Lipid droplet cells 6.5 µM	LYP inhibition	Siah-1 displacement	others
Cc1nn(CCC#N)c(NC(=O)c2ccc(Cl)cc2Cl)c1P(=O)(Nc1ccc([N+](=O)[O-])cc1)N1CCOCC1 (centres undefined)	5%	i	0.9	-11%	1.0%	-8.0%	16%	-3	757	-5%	-3%
CCc1ccc(CNC(=O)CCn2nc(C)c3c(C)n(-c4ccccc4)nc3c2=O)cc1	-5%	i	0.5	5%	1.1%	·	11%	16	761	-6%	2%
CCCn1c(=O)c(C(=O)NCCc2ccc(OC)c(OC)c2)c(O)c2ccccc21	-10%	i	0.5	10%	1.9%	·	23%	-2	856	-11%	-2%
CS(=O)(=O)N(CC(=O)N1CCN(c2ccc(F)cc2)CC1)c1ccc(F)c(Cl)c1	0%	i	0.6	5%	-2.4%	-2.5%	6%	-4	799	-5%	3%
CN(C)CCN(C(=O)c1ccc2c(c1)OCCO2)c1nc2ccc(Cl)cc2s1	-1%	i	0.9	13%	-0.7%	-4.6%	2%	5	718	-9%	-1%
CCOc1cc(C)nc(N2CCCC(C(=O)NCc3ccccc3F)C2)n1 (centres undefined)	3%	i	8.9	-2%	-0.5%	-0.1%	-3%	·	·	-12%	1%
O=C(Oc1oc(-c2ccco2)nc1C=Nc1ccccc1)c1ccoc1	22%	i	1.0	34%	-1.8%	4.1%	13%	·	·	-15%	-2%
CCCn1c(NCc2cccc(OC)c2OC)nc2ccccc21	-2%	i	0.6	19%	-0.7%	-2.4%	-9%	-1	784	-8%	-1%
CCCCc1cc(=O)oc2cc(C)c(CN3CCCC3)c(O)c12	4%	i	1.0	36%	42%	-8.0%	-6%	-19	645	11%	22%	NS5 inhibitors pilot replicate=-4.6
OCCNc1nc(Nc2cccc(O)c2)nc2ccccc12	3%	i	0.2	7%	-0.7%	·	-149%	18	652	-5%	-7%
CCC(C)NC(=O)C(Sc1ccccc1)c1ccccc1 (centres undefined)	-8%	i	0.3	-9%	0.6%	-9.6%	7%	-5	737	-7%	-3%
O=C(Nc1ccccc1)Nc1ccc(F)c([N+](=O)[O-])c1	-14%	i	1.0	-3%	0.0%	2.0%	4%	-10	678	-4%	4%
CC(C)(C)NC(=O)c1c(F)c(F)c(F)c(F)c1F	1%	i	0.4	-5%	-0.5%	-2.7%	15%	0	673	-11%	9%
CCc1nc2sc3c(c2c(=O)n1N)CCC3	1%	i	0.3	-13%	6.7%	0.2%	13%	·	·	-1%	2%
O=C1NC(=O)N(Cc2ccccc2)C1=O	0%	+	5.6*	1%	-1.2%	·	-1%	-2	412	-12%	-2%

Only part of the results is shown; the hit share may differ from the screen's.
